Gal4-VP16 FLuc: Gal4-VP16 reporter inhibition counter-screen | Drosophila S2 Gal4-VP16 UAS-luciferase, luminescence, 20 h | Potency, µM (series often up to 53.6 µM), for the others: top-dose activity, negative = inhibition, most hits filed as inhibitors | 3.5% of 310,000 active | AID 2546;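 further: Gal4-VP16 expression switched on by copper sulfate through the metallothionein promoter; potency means the concentration at half of the fitted maximal effect; on the % scale 0 is the no-effect control and ±100 the full control effect; nearly all actives have a fitted effect of over 50% in size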
PKM2 activator: PKM2 (human) enzyme activation | purified PKM2, Kinase-Glo ATP luminescence, activation; response scale: 0% is enzyme alone, no compound | Potency, µM (doses to about 57.5 µM), for inactives: at the highest dose activation, usual class: activators | 0.34% of 260,000 active | AID 1631; further: potency means the concentration at half of the fitted maximal effect; on the % scale 0 is the no-effect control and ±100 the full control effect; nearly all actives have a fitted effect of over 55% in size
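Kinase-Glo luminescence reports ATP generated from ADP (0.1 mM) and PEP (0.5 mM) by purified hPK-M2 after 1 h at room temperature, pH 7.2 imidazole buffer; intermediate enzyme activity allows detecting inhibitors and activators.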
RORg inh: inhibitors of mouse ROR gamma transcriptional activity; P51450; Drosophila S2 Gal4-RORgamma UAS-luciferase reporter, 20 h; Potency, µM (top dose mostly 53.6 µM), for the others: at the top dose activity change, negative = inhibition, hits mostly inhibitors; 5.4% of 310,000 active; AID 2551; further: potency means the concentration at half of the fitted maximal effect; on the % scale 0 is the no-effect control and ±100 the full control effect; nearly all actives have a fitted effect of over 60% in size
Target sequence (P51450 whole entry, looked up, the tested form may be a part): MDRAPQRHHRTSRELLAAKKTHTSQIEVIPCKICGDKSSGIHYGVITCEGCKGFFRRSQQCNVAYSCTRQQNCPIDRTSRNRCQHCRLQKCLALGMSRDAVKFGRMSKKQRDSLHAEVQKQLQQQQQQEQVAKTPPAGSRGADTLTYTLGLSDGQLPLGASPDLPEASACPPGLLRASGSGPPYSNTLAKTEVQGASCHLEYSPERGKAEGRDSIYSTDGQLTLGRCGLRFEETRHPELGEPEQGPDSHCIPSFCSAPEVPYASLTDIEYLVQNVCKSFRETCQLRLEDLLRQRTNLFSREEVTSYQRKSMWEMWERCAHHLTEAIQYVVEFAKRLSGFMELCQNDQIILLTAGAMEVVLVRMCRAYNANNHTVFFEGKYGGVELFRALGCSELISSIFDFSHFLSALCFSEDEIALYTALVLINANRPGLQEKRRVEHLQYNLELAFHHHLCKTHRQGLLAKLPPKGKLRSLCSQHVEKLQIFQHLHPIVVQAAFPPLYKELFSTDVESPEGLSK
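A Gal4/UAS one-hybrid system in insect cells: metallothionein-promoter Gal4–ROR gamma fusion plus Photinus luciferase reporter. Copper sulfate 700 uM final, 20 hr ambient incubation, luminescent detection after 10 min with reagent.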
FLuc counter: inhibits or activates purified firefly luciferase, miR-21 counter-screen; P08659; purified FLuc, Km substrates, luminescence inhibition; Potency, µM (doses to about 57.5 µM), inactives show at the highest dose activity change, negative = inhibition, most hits filed as inhibitors; 6.9% of 360,000 active; AID 588342;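 further: potency means the concentration at half of the fitted maximal effect; plate controls were vehicle for no effect and reference inhibitor for full effect; nearly all actives have a fitted effect of over 55% in size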
Target sequence (P08659 whole entry, looked up): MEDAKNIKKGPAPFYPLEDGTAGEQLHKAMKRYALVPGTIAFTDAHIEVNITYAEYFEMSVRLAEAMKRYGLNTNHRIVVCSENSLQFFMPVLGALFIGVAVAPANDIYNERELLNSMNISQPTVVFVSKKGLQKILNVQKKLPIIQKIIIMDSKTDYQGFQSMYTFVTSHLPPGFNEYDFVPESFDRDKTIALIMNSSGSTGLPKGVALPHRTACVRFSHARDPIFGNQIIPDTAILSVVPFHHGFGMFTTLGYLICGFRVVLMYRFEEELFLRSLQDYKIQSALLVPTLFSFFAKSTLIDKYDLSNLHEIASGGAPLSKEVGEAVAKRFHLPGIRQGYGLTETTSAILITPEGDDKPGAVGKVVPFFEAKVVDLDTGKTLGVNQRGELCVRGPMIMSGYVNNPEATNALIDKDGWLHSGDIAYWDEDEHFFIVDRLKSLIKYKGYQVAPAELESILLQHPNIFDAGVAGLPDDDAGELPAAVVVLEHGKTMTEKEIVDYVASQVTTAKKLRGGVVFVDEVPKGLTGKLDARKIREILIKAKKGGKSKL
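Biochemical qHTS of compounds, final roughly 60 µM downward over six points, against 10 nM purified firefly luciferase using Km concentrations of substrates (10 uM D-luciferin, 10 uM ATP) in Tris acetate pH 7.5 buffer; luminescence output.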
Rab9 promoter act: Rab9 promoter activation | Huh7 Rab9 promoter-luciferase reporter, luminescence, 24 h | Potency, µM (titrated, usually from 9.22 µM), without a hit: top-dose activation, negative = inhibition, hits mostly activators | 2.8% of 320,000 active | AID 485297; further: potency means the concentration at half of the fitted maximal effect; % of control where 0% means no effect; nearly all actives have a fitted effect of over 60% in size
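Using Huh7 cells stably transfected with Rab9 promoter–luciferase, compounds were incubated 24 h at 37 °C, 5% CO2; luciferase luminescence was read 10 min after reagent addition.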
p53 reactivation: re-activators of mutant p53; AID 504706; 0.063% of 320,000 active; H1299 p53-A138V BP100-luciferase reporter, luminescence, 24 h; Potency, µM (series often up to 92.2 µM), for the others: at the highest dose activity change, positive = activation, hits mostly activators; further: potency means the concentration at half of the fitted maximal effect; % of control where 0% means no effect; nearly all actives have a fitted effect of over 45% in size
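H1299 (p53-null), stable ts p53-A138V + BP100-Luc; 1000 cells/well, Opti-MEM/10% FBS; cpd 4 pt, 1:5; 24 h, 37 deg C, 5% CO2; detection reagent 10 min RT; luminescence.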
Giardia kill: Giardia lamblia killing; AID 540267; activity change, % at 7.66 µM, hits read low; Giardia lamblia trophozoite viability; 0.15% of 340,000 active; in the data active means activity change below about -80%; inconclusive means between about -30% and that limit;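 further: parasites exposed to compound for two days anaerobically before the ATP read; on the % scale 0 is the no-effect control and ±100 the full control effect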
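Viability, read as ATP luminescence: trophozoites at 100 cells/well, compound added, 48 hrs anaerobic at 37 deg C, then 15-30 min room-temperature development before reading.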
ELG1 genotoxic: induces genotoxicity in HEK293T cells with luciferase-tagged ELG1; HEK293T ELG1-luciferase reporter, luminescence, 16 h; Potency, µM (series often up to 46 µM), inactives show top-dose activity change, positive = activation, usual class: activators; 1.3% of 330,000 active; further: potency means the concentration at half of the fitted maximal effect; % of control where 0% means no effect; nearly all actives have a fitted effect of over 60% in size
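HEK293T cells expressing luciferase-tagged ELG1 were treated with compound or DMSO for 16 hr at 37°C. Luciferase activity was then read after 30 min with ONE-Glo at room temperature; rising signal flags genetic stress.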
BRCA1 expr up: increases BRCA1 expression. MCF7-BRCA1-FFLuc reporter, luminescence, 48 h; response scale: scaled: vehicle 0%, 10 µM genistein 100%. Potency, µM (doses to about 46.1 µM), inactives show at the highest dose activation, usual class: activators. AID 624202. 1.1% of 380,000 active; further: potency means the concentration at half of the fitted maximal effect; nearly all actives have a fitted effect of over 80% in size; some results filed as inactive show a strong effect at the top dose
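MCF7-BRCA1-FFLuc, 2000 cells/well; 2 h attach, 37 °C/5% CO2; compound 48 h; luciferase substrate 15 min; luminescence end-point. Norm. to genistein 10 microM max activation and DMSO; concentration-response curves fitted.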
Menin MLL FP TR: inhibitors of human menin-MLL interaction, mutant MLL peptide | 0.23% of 270,000 active | Potency, µM (highest dose often 61.6 µM), without a hit: at the top dose FP activity change, negative = inhibition, usual class: inhibitors | Menin + Texas Red MLL mutant peptide, fluorescence polarization | O00255 | AID 1768; active means well fitted inhibition curve with a large enough effect in the polarisation, with a control signal flat, not every such curve was filed as active; inconclusive means small, poorly fitted or top-dose-only effect, or effect the other way, or a change in a side signal; inactive means no such curve, though single readings can be large or run the other way; the % refers to the polarisation; further: potency means the concentration at half of the fitted maximal effect; % of control where 0% means no effect; many of its hits are not listed in these tables
NPC1 promoter act: NPC1 promoter activation; AID 485313; 2.4% of 320,000 active; Huh7 NPC1 promoter luciferase reporter, 24 h; Potency, µM (highest dose often 9.22 µM), without a hit: at the top dose activation, hits mostly activators;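 further: potency means the concentration at half of the fitted maximal effect; % of control where 0% means no effect; nearly all actives have a fitted effect of over 60% in size; reporter is driven by a mutant NPC1 promoter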
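In 1536-well qHTS, Huh7 cells harboring an NPC1 promoter–luciferase construct received compound for 24 h; activation was quantified by luminescence following luciferase reagent addition.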
The depositor's hits bear a star; ? = inconclusive; . = not tested or not shown; [ ] = remark or other dose. Unless noted, the call rests on the fitted dose curve; in most records, active means well fitted curve in the direction sought with a large enough effect; inconclusive means small, poorly fitted or top-dose-only effect, or another doubt; inactive means no such curve, though single readings can be large; an effect the other way counts as inactive or inconclusive. An excerpt (hit frequency here may not be typical).

compound | Gal4-VP16 FLuc | PKM2 activator | RORg inh | FLuc counter | Rab9 promoter act | p53 reactivation | Giardia kill | ELG1 genotoxic | BRCA1 expr up | Menin MLL FP TR | NPC1 promoter act
O=C(O)CC(NC(=O)CCc1ccccc1)c1ccc(Cl)cc1 (configuration not stated) | 3.3% | . | -0.6% | -3.5% | -0.4% | 4.0% | -11.4 | -0.4% | -10.4% | 2.9% | -5.0%
Cc1nn(C)c(Cl)c1CN1CCN(C2CCCC2)C(CCO)C1 (configuration not stated) | -12.0% | -5.5% | 9.3% | -3.4% | 0.2% | -2.9% | 1.8 | -0.8% | 0.0% | 13.1% | 0.0%
COc1ccc(NC(=O)CC2C(=O)N(C)C(=S)N2Cc2cccs2)cc1 (configuration not stated) | 17.5% | ? | ? | 3.9% | -0.9% | -3.7% | -9.8 | 4.1% | -25.2% | 18.1% | -3.0%
C=CCNC(=S)Nc1cc(S(=O)(=O)N2CCOCC2)ccc1-n1cncn1 | -0.5% | -14.1% | 35.8% | 2.2% | 2.7% | -5.9% | -23.0 | 3.5% | -0.3% | -16.2% | 0.2%
CCOc1ccc(-n2c(C)cc(/C=N/NC(=O)C(N)=O)c2C)cc1 | -9.1% | 9.7% | 22.7% | -16.4% | 17.9% | 24.2% | 1.4 | 1.3% | 0.0% | -14.7% | 1.7%
O=C(NCc1ccc(Cl)cc1)c1cccc(NC(=O)c2ccccc2)c1 | 4.8% | -4.6% | 14.6%[10 µM] | -16.2% | -1.3% | -1.5% | 18.8 | -11.9% | -56.6% | 16.9% | -4.3%
CCOC(=O)c1ccccc1NC(=O)CC1SC(=NC)N(C)C1=O (configuration not stated) | 8.7% | -1.9% | 20.0% | 2.6% | -0.7% | -1.5% | 1.5 | 1.6% | -5.7% | ? | -0.9%
Cc1ccc(C)c(SCC(=O)Nc2oc(C)c3c(C)n[nH]c(=O)c23)c1 | . | . | . | -0.4% | -4.4% | -6.7% | 1.9 | -5.1% | -25.9% | . | -2.5%
CCCn1c(SCC(=O)N2CCc3ccccc32)nnc1-c1ccco1 | -18.7% | 10.3% | 9.2% | -2.0% | 1.7% | -4.2% | -14.1 | -5.2% | -8.9% | -3.6% | -15.9%
CS(=O)(=O)N(CC(=O)NCc1ccncc1)c1cc(Cl)cc(Cl)c1 | -0.2% | -0.9% | 8.0% | -0.4% | -0.6% | 5.2% | 5.6 | -0.1% | 1.5% | 6.4% | -0.6%
CCCC(=O)Nc1nc2nc(-c3ccccc3)cc(-c3ccccc3)n2n1 | -9.3% | -4.7% | 7.8% | -5.4% | -2.8% | -1.0% | -11.4 | -0.7% | 0.0% | 24.9% | -3.9%
Cc1cc(NC(=O)CSc2nnc(C)n2C)no1 | -4.5% | . | -13.3% | -0.7% | 5.9% | 1.7% | 5.2 | 5.6% | -1.2% | . | 0.9%
Cc1ccc(NC(=O)N2CCN(C(=O)c3ccco3)CC2)cc1Cl | 18.8% | 2.2% | ? | -14.5% | 7.2% | 4.7% | 21.2 | 9.5% | 8.4% | 1.1% | 1.5%
Cc1nn(-c2ccccc2)c(C)c1C(=O)OCC(=O)NC(=O)NC1CCCCC1 | 1.2% | 1.2% | ? | -12.7% | -2.8% | 5.8% | -15.7 | -6.1% | -6.2% | -12.1% | -2.4%
Cc1sc2ncnc(Nc3ccccc3)c2c1C | 7.2% | 19.3% | 0.5% | 1.4%[2.3 µM] | -3.6% | -2.4% | -12.9 | 7.6% | -14.0% | 3.4% | -3.4%
CCc1cc(=O)oc2cc(C)cc(OCC(=O)NCCc3c[nH]c4ccccc34)c12 | -5.3% | 0.7% | 11.8% | 1.6% | -3.4% | . | -7.9 | -2.5% | -34.0% | 18.6% | 1.2%
COc1ccc2nc(NC(=O)CCc3ccc(OC)c(OC)c3)sc2c1 | -12.0% | -0.7% | 14.3% | -8.6% | 10.4% | 1.2% | -0.7 | 9.8% | 23.6% | -2.8% | 1.6%
CCOC(=O)N1CCN(CC(=O)Nc2nnc(C(F)(F)F)s2)CC1 | -17.6% | 0.2% | -2.7% | -3.9% | 2.5% | -2.5% | 20.8 | 0.6% | 0.0% | 11.9% | -2.2%
CC(=O)Nc1ccc(S(=O)(=O)N(CC(=O)O)Cc2ccccc2)cc1 | 6.5% | -0.7% | -3.3% | 9.0% | . | . | -23.2 | . | 1.6% | -2.5% | .
Cc1ccccc1N1CCN(C(=S)c2ccc(-c3cccc([N+](=O)[O-])c3)o2)CC1 | -2.4% | ? | 5.3% | 0.1% | 4.4% | ? | 4.4 | -3.8% | -49.0% | -14.1% | 1.0%
CCOC(=O)Nc1ccc2c(c1)N(CCCN(C)C)c1ccccc1CC2 | 0.5% | -3.5% | -9.1% | -0.5% | -0.3% | 4.5% | -5.5 | 0.2% | -41.2% | -4.0% | -3.5%
CCOCCCNC(=O)CCNS(=O)(=O)c1ccc(C)cc1 | 4.6% | -0.6% | 0.8% | 6.2% | -3.7% | -4.8% | -15.1 | 6.0% | 7.8% | -10.4% | 0.6%
O=C(N/N=C/c1ccccn1)c1cc(-c2ccc(Br)s2)[nH]n1 | -28.4% | 3.0% | 17.8µM* | -9.1% | 3.9% | -4.2% | -1.6 | -11.6% | -29.9% | 40.7%[activator] | 3.0%
C[C@@H]1C=CC(=O)O[C@@H]1c1ccc(Cl)cc1 | -0.8% | -4.6% | ? | -1.6% | -29.1% | . | 12.4 | 6.5% | -64.0%[inhibitor] | 3.8% | -28.1%
CSCCC(NS(=O)(=O)c1ccc2c(c1)oc(=O)n2C)C(=O)NCc1cccs1 (configuration not stated) | 0.3% | -3.8% | -12.4% | 1.3% | -4.6% | 6.7% | -4.7 | 8.0% | -15.1% | . | -2.4%
CCOC(=O)COc1ccc2c(c1)C(=O)CC(C)(C)O2 | -4.1% | -0.6% | -21.8% | ? | -2.8% | 0.5% | -0.3 | 0.3% | 3.3% | 8.6% | -0.1%
O=C(N/N=C/C=C/c1ccc(Br)cc1)C(O)c1ccccc1 (configuration not stated) | ? | -0.7% | 11.2µM* | -2.2% | -9.3% | -0.3% | ? | 3.6% | -1.1% | -14.1% | 0.0%
COc1ccc(CNC(=O)C(C)n2nc(C)c3c(C)n(-c4ccc(C)cc4)nc3c2=O)cc1 (configuration not stated) | 6.0% | . | 11.6% | -7.7% | -0.7% | -2.4% | -2.4 | -9.1% | -12.2% | -9.0% | -4.7%
CS(=O)(=O)Oc1ccccc1/C=C1/N=C(c2ccc(F)cc2)OC1=O | -1.1% | -3.1% | -0.4% | ? | -2.9% | -3.8% | -7.6 | -2.4% | 34.4% | 12.1% | -4.6%
Cn1nc([N+](=O)[O-])nc1Oc1ccccc1N | 9.1% | 2.8% | -5.1% | -3.0% | 3.0% | 0.5% | -4.7 | 2.4% | 1.7%[1.84 µM] | ? | 0.1%
CC(C)(C)c1nnc2cccc(Cl)n12 | 0.7% | 6.1% | -16.2% | -0.7% | -3.7% | 1.9% | 10.6 | 3.4% | 21.5% | ? | -4.2%
COc1ccccc1/C=C/C=N/NC(=O)c1cccs1 | ? | -0.7% | 7.94µM* | 10.7µM* | 3.16µM* | 8.8% | 0.4 | ? | ? | . | 2.51µM*
N#Cc1c2nc3ccccc3nc2n2cc(NC(=O)c3ccc(F)cc3)ccc12 | 4.8% | -21.4% | -3.1% | -8.9% | -10.1% | -11.2% | -2.6 | -1.5% | -17.6% | 1.6% | -25.2%
c1ccc(-c2ccccc2OCCOCCN2CCNCC2)cc1 | -1.7% | -0.2% | -5.1% | -10.4% | -8.9% | -6.5% | -7.2 | -5.5% | -36.6% | -10.6% | -5.8%
COc1ccc(NC(=O)CSc2nc3c(c(-c4cccs4)c2C#N)CN(C)CC3)cc1OC | -11.9% | ? | 5.0% | -0.7% | -4.1% | -4.5% | 23.7 | 1.8% | -35.4% | 24.9% | -4.8%
O=C(NC1CCCCC1)C1CC(=O)N(CCc2ccc(F)cc2)C1 (configuration not stated) | 6.4% | -0.5% | -9.1% | -1.1% | -0.1% | -0.9% | -24.1 | -2.7% | 0.1% | 2.2% | -3.0%

An excerpt from above, reduced to Gal4-VP16 FLuc, PKM2 activator and ELG1 genotoxic.
SMILES | Gal4-VP16 FLuc | PKM2 activator | ELG1 genotoxic
CS(=O)(=O)Oc1ccccc1/C=C1/N=C(c2ccc(F)cc2)OC1=O | -1.1% | -3.1% | -2.4%
Cn1nc([N+](=O)[O-])nc1Oc1ccccc1N | 9.1% | 2.8% | 2.4%

Source: PubChem
